Screening results from PubChem BioAssay.
M1AAP inhibition – P. falciparum M1AAP inhibitors, biochemical, fluorogenic H-Leu-NHMec substrate, 1536-well (AID 1445); Aminopeptidase N (Plasmodium falciparum (isolate 3D7)); recombinant M1AAP, H-Leu-NHMec fluorogenic kinetic assay; higher % means a stronger effect; one-dose inhibition, % at 30 µM; IC50 in µM for titrated hits; actives 0.42% (n = 220,000);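 active = primary inhibition above the hit cutoff, then over 50% inhibition at one or more dose response concentrations, cut at about 23% in these data, passing the limit was not always enough; inconclusive = conflicting primary data, or primary hits not chosen for dose response; inactive = low primary inhibition, or under 50% at every dose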;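 also: plate controls were DMSO full reaction for no effect and no enzyme background for full effect; strong numbers were not always called active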
M17LAP inhibition – P. falciparum M17LAP inhibitors, primary screen, biochemical, fluorogenic H-Leu-NHMec substrate, 1536-well (AID 1619); inhibition, % at 30 µM; hits with a dose series show IC50 in µM; Leucine aminopeptidase (Plasmodium falciparum (isolate 3D7)); recombinant M17LAP, H-Leu-NHMec fluorogenic kinetic assay; higher % means a stronger effect; actives 0.38% (n = 220,000);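 active = compound inhibiting the enzyme by more than half at any dose during confirmatory dose-response retesting; inconclusive = strong single-dose inhibitors picked by rank but not retested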;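 also: plate controls were full reaction with DMSO carrier for no effect and no enzyme background for full effect; strong numbers were not always called active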
T cell HTS – modulators of CD8 T cell-vesicle binding, primary screen, mouse 2C CD8+ T cells, flow cytometry | calls only at 7 µM | actives 0.068% (n = 330,000) | AID 2052, 2009 | 2C CD8+ T cell-vesicle binding; hits give low values;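 active = response, share of CD8 T cells binding vesicles, and their 90th percentile fluorescence all below set limits, cut at about 80% in these data, passing the limit was not always enough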
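System: murine 2C transgenic CD8+ T lymphocytes; also added: QL9-loaded Drosophila micro-vesicles; times: binding 1.5 h at 37 °C; measured by: flow cytometry, PE anti-B7-1 (FL2) versus Alexa647 anti-CD8 (FL8), PFA-fixed; control set: Peptide-free naked vesicles (low) and QL9 vesicles with 0.7% DMSO vehicle (high)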
human PMI inhibitors – human PMI inhibitors, high substrate, primary screen, biochemical, fluorescence intensity, high mannose 6-phosphate (AID 1220). recombinant PMI enzyme, coupled fluorescence intensity; higher % means a stronger effect. inhibition, % at 20 µM; hits with a dose series show IC50 in µM. actives 0.66% (n = 190,000)
West Nile antiviral – West Nile virus antiviral activity, cell-based, CPE readout (AID 1621) | West Nile virus-infected cells, CPE inhibition; higher % means a stronger effect | CPE inhibition, % at 10 µM, or IC50 in µM where a hit was titrated | actives 0.02% (n = 290,000); in the data active = a potency from the dose series; inconclusive = CPE inhibition mostly from about 3.7% at the one dose, without a potency; inactive = the rest, 99 in 100 with CPE inhibition below about 2.2%; also: strong numbers were not always called active
RSV CPE inhibition – RSV antiviral activity via CPE protection, HEp-2 cells, primary 10 µM value included (AID 2391). CPE inhibition, % at 10 µM, or IC50 in µM where a hit was titrated. HEp-2 cells, RSV-induced CPE inhibition; higher % means a stronger effect. actives 0.13% (n = 310,000); in the data active = a potency from the dose series; inconclusive = CPE inhibition mostly from about 23% at the one dose, without a potency; inactive = the rest, 99 in 100 with CPE inhibition below about 21%; also: strong numbers were not always called active
human PMI inhibition – inhibitors of human PMI, primary screen, biochemical, fluorescence intensity, coupled assay (AID 1209) | Mannose-6-phosphate isomerase (Homo sapiens) | purified PMI enzyme, coupled fluorescence intensity; higher % means a stronger effect | one-dose inhibition, % at 20 µM; IC50 in µM for titrated hits | actives 0.42% (n = 190,000);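 also: plate controls were DMSO vehicle for no effect and wells lacking substrate for full effect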
TNAP activators – human TNAP enzyme activators, primary screen, biochemical, luminescent, no phosphate acceptor, uHTS (AID 1001) | actives 0.03% (n = 200,000) | purified TNAP, luminescent activation assay, no phosphate acceptor; higher activation fold means a stronger effect | Alkaline phosphatase, tissue-nonspecific isozyme (Homo sapiens) | activation fold at 20 µM; hits with a dose series show EC50 in µM; in the data active = activation fold from about 3, or a potency from the dose series; inactive = the rest, 99 in 100 with activation fold below about 1.6; also: many of its hits are not listed in these tables
UTI89 phage lysis – inhibition of K1F phage lysis, E. coli UTI89, bacterial capsule biogenesis inhibitors, alamar blue (AID 488966). E. coli UTI89 K1F phage lysis, alamar blue, 2 h; higher % means a stronger effect. inhibition, % at 100 µM; hits with a dose series show IC50 in µM. actives 0.02% (n = 340,000);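 active = phage lysis inhibition, versus mean bacterial control, above a set limit; inconclusive = no clear call, values can overlap the other calls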;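 also: capsule biogenesis inhibitors block K1F phage lysis so surviving cells raise fluorescence; higher fluorescence means more inhibition of phage lysis; actives were called in the ten point dose series up to 300 µM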
T cell HTS vesicle-bound % – recorded beside T cell HTS, whose call it bears; double positive events, %; measured here: CD8+ vesicle-bound cell fraction;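 binding gate set so that unloaded-vesicle control wells show 10% double positive cells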
Active calls of the source: *; i = inactive; ? = inconclusive; . = not tested or not shown; + = active, no number; [ ] = remark or other dose. Rule as the data show it, unless noted: active = inhibition above about 50%; inactive = the rest.

SMILES | M1AAP inhibition | M17LAP inhibition | T cell HTS | T cell HTS vesicle-bound % | human PMI inhibitors | West Nile antiviral | RSV CPE inhibition | human PMI inhibition | TNAP activators | UTI89 phage lysis
Cc1ccc(S(=O)(=O)N2CCC3(CC2)OCCO3)cc1 | . | . | i | 69.7 | . | -0.4% | 1.1% | . | . | 0.1%
Cc1cccc(CN2CCc3c(OCC(=O)NCc4ccco4)cccc3C2=O)c1 | 2.5% | 3.5% | i | 46.9 | 5.9% | -1.0% | 10.4% | 14.6% | 1.4 | -0.2%
CCN(CC)c1nc(-c2ccccc2)nc2c1sc(=S)n2CC | 0.1% | -4.4% | i | 55.1 | -1.6% | -0.1% | 0.0% | 0.0% | 1.1 | -7.6%
c1cncc(N=c2scc(-c3cccc4ccccc34)n2CCCn2ccnc2)c1 | 7.2% | -4.7% | i | 50.5 | 27.5% | 0.1% | 14.3% | 15.8% | 0.9 | 7.3%
N/C(=N\OC(=O)c1ccc(Cl)c([N+](=O)[O-])c1)c1ccccc1 | . | . | i | 33.7 | . | -0.7% | 0.4% | . | . | -0.1%
O=C(N/N=C/c1ccc[nH]1)c1ccccc1[N+](=O)[O-] | 18.2% | 27.6% | i | 39.2 | 5.8% | 0.1% | 2.4% | 2.6% | 0.8 | 2.9%[50 µM]
CSc1nnc(-c2ccccc2N=Cc2c(C)[nH]n(-c3ccccc3)c2=O)c(=O)[nH]1 | 11.9% | 48.6µM* | i | 38.0 | -2.3% | 0.1% | -1.4% | -1.8% | 1 | 1.2%
N#Cc1cn(-c2ccccc2)nc1C(=O)c1ccccc1 | 0.4% | -10.0% | i | 27.3 | 5.3% | -0.3% | 0.6% | 5.9% | 1.1 | 0.0%
CCOC(=O)Cc1cc(=O)n2[nH]c(-c3ccccc3)cc2n1 | 7.1% | 19.5% | i | 45.8 | -6.2% | -0.1% | 0.4% | -2.1% | 0.9 | 0.4%
CN(C)S(=O)(=O)c1ccc(Oc2ccccc2)cc1 | 3.0% | -1.9% | i | 5.0 | 5.7% | -0.9% | 2.7% | 5.1% | 1.1 | 0.4%

Overlap with the part before: 3 entries; new compounds follow.
SMILES | M1AAP inhibition | M17LAP inhibition | T cell HTS | T cell HTS vesicle-bound % | human PMI inhibitors | West Nile antiviral | RSV CPE inhibition | human PMI inhibition | TNAP activators | UTI89 phage lysis
N#Cc1cn(-c2ccccc2)nc1C(=O)c1ccccc1 | 0.4% | -10.0% | i | 27.3 | 5.3% | -0.3% | 0.6% | 5.9% | 1.1 | 0.0%
CCOC(=O)Cc1cc(=O)n2[nH]c(-c3ccccc3)cc2n1 | 7.1% | 19.5% | i | 45.8 | -6.2% | -0.1% | 0.4% | -2.1% | 0.9 | 0.4%
CN(C)S(=O)(=O)c1ccc(Oc2ccccc2)cc1 | 3.0% | -1.9% | i | 5.0 | 5.7% | -0.9% | 2.7% | 5.1% | 1.1 | 0.4%
O=C(COC(=O)c1ccc2c(c1)OCCO2)Nc1cc(Cl)ccc1Cl | 1.1% | 8.6% | i | 10.0 | 6.0% | 0.0% | 0.7% | 8.7% | 1.1 | 3.5%
Cc1ccc(F)cc1NC(=O)Cc1nn(C)c(=O)c2ccccc12 | 8.0% | 6.8% | i | 34.8 | 12.9% | -0.4% | 1.7% | 10.4% | 1 | 0.3%
COc1ccc(NC2CCCN(C(=O)c3ccc(CSC)o3)C2)cc1OC (stereo not drawn) | . | . | i | 10.9 | . | -0.3% | 1.6% | . | . | 0.0%
O=C(CCCOc1ccccc1)N1CCN(S(=O)(=O)c2cccs2)CC1 | 5.2% | 3.0% | i | 40.6 | -2.8% | 0.0% | 1.1% | -1.7% | 1.2 | -0.1%
CCc1c(C)nc(SCC(=O)Nc2nc(-c3ccc(OC)cc3)cs2)[nH]c1=O | 0.3% | -2.9% | + | 2.3* | -0.8% | -1.1% | 16.9% | 5.2% | 1 | -0.3%
CC(C)[C@H](NC(=O)N1CCn2c1nc1ccccc12)C(=O)NCc1ccc(F)cc1 | . | . | i | 8.6 | . | -0.2% | 7.0% | . | . | -0.4%
COc1ccc(C(=O)NCc2nnc(SCC(=O)Nc3cccc(C(F)(F)F)c3)o2)cc1OC | 17.8% | 20.4% | i | 42.8 | 8.7% | -0.1% | 0.8% | 4.5% | 1.2 | -1.4%
O=c1oc(-c2ccccc2NS(=O)(=O)c2ccc3ccccc3c2)nc2ccccc12 | ? | 35.1% | i | 51.7 | 24.4% | -0.1% | 2.8% | 24.5% | 1.1 | -0.5%
Cc1ccc(C)c(OCC(=O)NNC(=O)c2ccc(NC(=O)C3CC3)cc2)c1 | . | . | i | 21.3 | . | -0.3% | 1.8% | . | . | 1.9%[50 µM]
COC(=O)Cc1ccc(NC(=O)c2ccc(NC(=O)c3ccco3)cc2)cc1 | -1.4% | 0.5% | i | 52.1 | -1.4% | 0.3% | -0.6% | 0.5% | 1.1 | -0.6%
CCn1c(-c2ccccc2Cl)nn(CC(=O)Nc2ccccc2C)c1=S | 9.0% | 5.2% | i | 17.5 | -2.3% | -0.1% | -0.7% | 5.1% | 1.1 | 1.6%
COc1ccc(C(=O)N2CCCC(C(=O)O)C2)c2ccccc12 (stereo not drawn) | . | . | i | 12.1 | . | -0.1% | -0.3% | . | . | 0.5%
c1ccc(C(c2ccccc2)N2CCN(C(c3ccccn3)c3nnnn3C3CCCC3)CC2)cc1 (stereo not drawn) | 11.1% | 3.0% | i | 1.8 | 3.3% | -0.1% | 9.7% | -2.1% | 1.1 | 0.4%
Cc1onc(-c2ccccc2)c1C(=O)Nc1ncc([N+](=O)[O-])s1 | . | . | i | 27.9 | . | -2.5% | 11.5% | . | . | -1.1%
O=C(NC(=S)NNC(=O)c1cccs1)c1ccccc1 | . | . | i | 6.9 | . | -0.6% | -1.9% | . | . | 0.5%[50 µM]
CN1CCN(C(c2ccc(F)cc2)c2nnnn2Cc2cccs2)CC1 (stereo not drawn) | 2.7% | 0.3% | i | 30.9 | -3.9% | -0.6% | -0.8% | 0.8% | 1.1 | 2.1%
CCOc1cc(/C=C2\NC(=S)N(c3c(C)n(C)n(-c4ccccc4)c3=O)C2=O)ccc1O | 11.6% | 30.7% | i | 31.9 | 3.6% | 0.3% | 2.0% | 11.7% | 0.7 | 2.9%
CC(C)N(O)C(=O)NC(C)(C)C | 0.6% | 5.9% | i | 34.9 | 12.6% | 0.0% | 1.6% | 8.4% | 1.1 | 1.2%
CC1CCN(CCNC(=O)C2CCCN(S(=O)(=O)c3cccc4nonc34)C2)CC1 (stereo not drawn) | -5.5% | 3.5% | i | 40.5 | -3.6% | -0.3% | 0.2% | -7.4% | 1 | 2.6%[50 µM]
CCN(CC)CCCNc1nc(N)c([N+](=O)[O-])c(N2CCCCCC2)n1 | . | . | i | 32.2 | . | -0.1% | 0.3% | . | . | 1.1%
O=C(CCS(=O)(=O)c1ccccc1)Nc1ccc(S(=O)(=O)Nc2ncccn2)cc1 | . | . | i | 27.7 | . | -0.9% | 1.2% | . | . | 0.9%
COCCCN(CCCN)Cc1ccco1 | 2.4% | 2.9% | i | 3.4 | -4.4% | -0.6% | -0.6% | 0.9% | 1 | 1.4%[50 µM]
Cc1ccc(C(C(=O)NCC2CCCO2)N(C(=O)c2snc(C(N)=O)c2N)c2ccccc2)o1 (stereo not drawn) | . | . | i | 37.6 | . | -0.4% | 1.7% | . | . | 0.2%
CC(C)(C)c1cc(C2=CSC3=NCCN23)cc(C(C)(C)C)c1O | . | . | i | 8.8 | . | -2.2% | ? | . | . | 0.2%
O=S(=O)(O)c1cc(O)c2c(O)c(N=Nc3cc(Cl)ccc3O)c(S(=O)(=O)O)cc2c1 | . | . | i | 49.6 | . | 0.4% | 0.2% | . | . | -0.8%
Cc1ccc(NC(=O)CCc2c[nH]c3ccccc23)nc1 | . | . | i | 13.5 | . | -1.3% | 1.1% | . | . | -1.0%[50 µM]
O=C(Oc1ccc2ccc(=O)oc2c1)c1ccc([N+](=O)[O-])cc1 | . | . | i | 53.0 | . | -0.7% | 0.2% | . | . | 0.2%
COc1ccc(CCn2c(-c3cc([N+](=O)[O-])cc([N+](=O)[O-])c3)nc3nc4ccccc4nc32)cc1OC | 13.8% | 0.9% | i | 4.2 | 10.2% | -0.7% | 1.7% | 11.7% | 0.9 | 1.7%
O=C(NC(=O)c1ccccc1)Nc1ccccc1O | . | . | i | 14.4 | . | -0.2% | -1.5% | . | . | 0.4%
CC1CC(C)(C)Nc2ccc(N=O)cc21 (stereo not drawn) | 9.5% | 16.8% | . | . | 29.3% | -1.9% | . | 14.6% | 0.8 | -1.3%
O=C(Nn1cnc2ccccc2c1=O)c1ccccc1[N+](=O)[O-] | 12.5% | 16.8% | i | 30.7 | -12.1% | 0.4% | 0.1% | -18.6% | 1 | 2.5%
CCN1CCN(C(=O)c2cc3c(=O)oc4ccc(C)cc4c3s2)CC1 | 1.5% | -1.6% | . | . | 8.5% | . | -1.9% | 13.9% | 1.1 | -1.5%
CC1SCC(NC(=O)c2ccccc2Cl)CS1 (stereo not drawn) | 4.8% | -3.0% | i | 2.9 | . | -0.7% | 2.7% | . | . | .
CC(=O)Nc1ccc(CN2CCN(C3CCCC3)C(CCO)C2)cc1 (stereo not drawn) | 14.5% | -2.9% | i | 39.2 | 8.2% | 0.2% | 0.5% | 12.7% | 1.1 | 0.1%
Cc1ccnc(NS(=O)(=O)c2ccc(NC(=O)C(C)(C)C)cc2)n1 | 2.6% | 7.8% | i | 49.6 | . | 0.2% | 1.6% | . | . | 0.0%
COc1ccc(Cl)c2sc(N3CCN(C(C)=O)CC3)nc12 | . | . | i | 18.5 | . | 0.2% | 2.8% | . | . | -0.1%
Oc1[nH]c2ccccc2c1/C=N/c1nccs1 | ? | 18.5% | i | 35.8 | -1.0% | . | 1.0% | 0.4% | 0.6 | 0.6%
Clc1cc(Br)ccc1OCCn1ccnc1 | -2.4% | 13.8% | i | 15.2 | 1.5% | -1.3% | 12.6% | 2.6% | 0.9 | 4.0%
NC(Cc1ccc2nsnc2c1)C(=O)O (stereo not drawn) | . | . | i | 45.7 | . | 0.3% | 2.4% | . | . | -0.6%
